GAA glycogen mod – alters human alpha-glucosidase cleavage of glycogen | P10253 | recombinant GAA, glycogen substrate, Amplex Red glucose oxidase fluorescence | Potency, µM (series often up to 76.4 µM), for the others: at the top dose activity change, negative = inhibition, hits mostly inhibitors | 300,000 compounds, 0.38% hits | AID 2100;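 further: 0% = full enzyme reaction and -100% = no-enzyme basal signal; the screen sought inhibitors and activators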
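qHTS, 1536-well; enzyme 4 nM final; cpd up to 77 uM; substrate bovine liver glycogen 30 ug; 50 mM citrate/phosphate pH 5.0, 0.01% Tween-20; 37 C, 40 min; Amplex Red detection 45 min RT; Hill fit → AC50.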
HTT ATP protect – cytoprotection in Huntington HTT-Q103 PC12 cell model. PC12 HTT-Q103 induced, cytoprotection, ATP luminescence, 40 h. Potency, µM (titrated, usually from 56.4 µM), for the others: cytoprotection (ATP increase), usual class: activators. 230,000 compounds, 0.14% hits;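 further: % of control where 0% means no effect; nearly all actives have a fitted effect of over 45% in size; toxic huntingtin expression switched on by the ecdysone agonist tebufenozide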
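ATP quantification (ATPlite) reports survival of PC12 cells in which tebufenozide, 100 nM final, switches on Htt exon 1 with 103 glutamines linked to GFP; compounds are titrated.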
IMPase Li cell – membrane-permeable IMPase blocker, potentiated with lithium; CHO-M1 cells, IP1 TR-FRET (IP-One), carbachol + lithium; 210,000 compounds, 0.35% hits; AID 1457; Potency, µM (highest dose often 59.4 µM), inactives show top-dose activity, negative = IMPase inhibition, hits mostly inhibitors;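 further: IP1 builds up when IMPase is blocked and the TR-FRET signal falls; plate controls were basal vehicle for no effect and high inhibitor control for full effect; nearly all actives have a fitted effect of over 50% in size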
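Readout is a homogeneous TR-FRET IP1 immunoassay (Ex 320, Em 665 and 620), where raised cytosolic IP1 lowers signal. Cells were CHO-M1 treated 30 min at 37C with test compounds plus a little lithium; AC50 values came from Hill-equation fitting.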
GAA inhib – blocks human lysosomal alpha-glucosidase; P10253; purified human GAA, 4-MU-alpha-glucoside fluorescence; 200,000 compounds, 0.005% hits; Potency, µM (doses to about 76.9 µM), without a hit: at the top dose activity change, negative = inhibition, hits mostly inhibitors;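 further: plate controls were uninhibited enzyme wells for no effect and no-enzyme background for full effect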
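Fluorogenic assay: 4 nM human alpha-glucosidase with 400 uM 4-methylumbelliferyl-alpha-D-pyranoside in 50 mM citrate/phosphate, 0.005% Tween-20, pH 5.0, 20 min at room temperature. Compounds tested up to 77 uM; AC50 from Hill fits.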
HTT aggregate – inhibitors of mutant huntingtin aggregate formation in PC12 cells. Potency, µM (series often up to 46.1 µM), for inactives: at the top dose activity change, negative = inhibition, usual class: inhibitors. PC12 HttQ103-GFP aggregates, Acumen cytometry, 40 h. 220,000 compounds, 1.1% hits; further: on the % scale 0 is the no-effect control and ±100 the full control effect; nearly all actives have a fitted effect of over 60% in size
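Aggregate formation scored by laser-scanning cytometer (488 excitation, 500–530 emission) in lysed PC12 cells expressing Q103-GFP after 100 nM tebufenozide induction; library tested in dose series, with ATPLite reagent added in the multiplex.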
aGlu spleen mod – inhibits or activates alpha-glucosidase in human spleen homogenate; P10253; human spleen homogenate, 4-MU-alpha-glucoside fluorescence; Potency, µM (doses to about 79.9 µM), without a hit: at the top dose activity change, negative = inhibition, actives largely listed as inhibitors; 240,000 compounds, 0.006% hits;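 further: 0% = enzyme with vehicle and -100% = no enzyme basal signal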
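Human spleen homogenate (1 ug) with 4-methylumbelliferyl-alpha-D-glucopyranoside (1 mM final) in 50 mM citrate/phosphate pH 5.0, 0.01% Tween-20; 40 min at 37 C. Stopped at pH 10; 4-MU fluorescence Ex 365/Em 440 nm; AC50 by Hill fit.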
RGS12 GoLoco inh – inhibitors of human Gai1-RGS12 GoLoco interaction (red fluorophore); Gai1:RGS12 GoLoco peptide FP, rhodamine, 10 min; Potency, µM (highest dose often 61.6 µM), inactives show at the highest dose activity, negative = inhibition, usual class: inhibitors; P63096; 230,000 compounds, 0.44% hits; active means well fitted inhibition curve with a large enough effect, not every such curve was filed as active; inactive means no such curve, though single readings can be large or run the other way; further: on the % scale 0 is the no-effect control and ±100 the full control effect; nearly all actives have a fitted effect of over 30% in size; many of its hits are not listed in these tables
Target sequence (P63096 whole entry, looked up): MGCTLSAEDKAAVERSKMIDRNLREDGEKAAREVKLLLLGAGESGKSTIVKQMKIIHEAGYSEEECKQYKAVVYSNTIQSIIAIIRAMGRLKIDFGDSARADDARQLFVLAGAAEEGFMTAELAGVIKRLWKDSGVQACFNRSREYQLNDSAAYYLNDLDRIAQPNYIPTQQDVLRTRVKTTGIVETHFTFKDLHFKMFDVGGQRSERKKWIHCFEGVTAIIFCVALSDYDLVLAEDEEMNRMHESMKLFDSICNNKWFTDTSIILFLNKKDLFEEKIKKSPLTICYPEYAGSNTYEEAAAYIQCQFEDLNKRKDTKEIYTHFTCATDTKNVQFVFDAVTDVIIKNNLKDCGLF
* hit, by the source's call; ? = inconclusive; · = no result given; & = joins results of further samples; [ ] = dose if it differs, or a comment. Unless noted, the call rests on the fitted dose curve; in most records, active means well fitted curve in the direction sought with a large enough effect; inconclusive means small, poorly fitted or top-dose-only effect, or another doubt; inactive means no such curve, though single readings can be large; an effect the other way counts as inactive or inconclusive. Potency means the concentration at half of the fitted maximal effect.

The first 2 entries, to show the layout:
SMILES	GAA glycogen mod	HTT ATP protect	IMPase Li cell	GAA inhib	HTT aggregate	aGlu spleen mod	RGS12 GoLoco inh
N#CC1=C2SCN(Cc3ccco3)CN2C(=O)CC1c1ccc(Cl)cc1 (centres undefined)	-9%	-26%	-2%[38.3 µM]	-11%	6%	6%	-8%
NS(=O)(=O)c1ccc(NC(=S)NCc2cccs2)cc1	-16%	25%[10 µM]	5%	13%	32%[9.22 µM]	1%	9%

Results, from the start:
SMILES	GAA glycogen mod	HTT ATP protect	IMPase Li cell	GAA inhib	HTT aggregate	aGlu spleen mod	RGS12 GoLoco inh
N#CC1=C2SCN(Cc3ccco3)CN2C(=O)CC1c1ccc(Cl)cc1 (centres undefined)	-9%	-26%	-2%[38.3 µM]	-11%	6%	6%	-8%
NS(=O)(=O)c1ccc(NC(=S)NCc2cccs2)cc1	-16%	25%[10 µM]	5%	13%	32%[9.22 µM]	1%	9%
Cc1cccc(C)c1NC(=S)N1CCCN(C)CC1	4%	-22%	0%	-7%	8%	3%	-7%
CC(C)CSc1nnc2[nH]c(=O)cc(N)n12	-3%	-1%[10 µM]	5%	5%	-5%	-3%	5%
CCOc1ccc(CC(=O)Nc2sc(Cc3ccccc3)cc2C(N)=O)cc1OCC	5%	-26%	?	-7%	-4%	-8%	-4%
O=C(O)C1CCN(C(=O)c2ccccc2Cl)CC1	7%	6%	16%[38.3 µM]	-25%	11%	0%	-2%
CCCOc1cccc(-c2cc(-c3n[nH]c(=S)n3CC)c3ccccc3n2)c1	-26%	-48%[inhibitor]	9%[38.3 µM]	-3%	3%	-19%	5%
CCN1CCN(C(=O)Nc2ccc(Cc3ccc(NC(=O)N4CCN(CC)CC4)cc3)cc2)CC1	2%	-13%	-17%[38.3 µM]	-6%	9%	-2%	-3%
COCCCN1C(=O)C(=O)/C(=C(/O)c2ccc(OC)cc2)C1c1cccc(OC)c1 (centres undefined)	6%	8%	-17%[38.3 µM]	0%	11%	2%	1%
CSc1ccc(/C=C2/C(C)=C(CC(=O)O)c3cc(F)ccc32)cc1	·	10%	2%	·	·	-10%	-1%
Cc1ccc(Cn2cc(SCC(=O)Nc3nccs3)c3ccccc32)cc1	9%	-37%[10 µM]	37%[activator][38.3 µM]	-18%	8%	-9%	-4%
O=C(NC1CCCCC1)c1ccc2c(=O)n(CC3CCCO3)c(=O)[nH]c2c1 (centres undefined)	-13%	22%	6%[38.3 µM]	?	2%	-4%	6%
CCN1C(=O)C(=O)N(CC(=O)Nc2ccccc2Oc2ccccc2)C1=O	3%	-17%	3%	-13%	6%	-3%	6%
Cc1ccc(NC(=O)c2nsc(Cl)c2Cl)cc1	-8%	2%[10 µM]	·	-4%	19%[9.22 µM]	-6%	2%
O=C(c1nc(SCc2ccc([N+](=O)[O-])cc2)n2ccccc12)C(F)(F)F	6%	-4%[10 µM]	·	·	13%[9.22 µM]	0%	6%
Cn1c(SCC(=O)NCC2CCCO2)nnc1-c1cccc(NC(=O)c2ccccc2F)c1 (centres undefined)	10%	-8%	-2%	11%	15%	-1%	5%
COc1ccc(/C=N/N(C(C)=O)c2nc(-c3ccc(C)cc3)cs2)cc1	-2%	-8%	-3%[38.3 µM]	?	7%	-3%	-2%
CN(C)S(=O)(=O)c1ccc(C(=O)N2CCC(c3nc4ccccc4o3)CC2)cc1	-1%	-1%[10 µM]	37%[activator][38.3 µM]	-5%	-26%	-24%	31%[activator]
Oc1ccc2cc(Br)ccc2c1CN1CCCC1	-3%	-34%	-4%	0%	-8%	5%	10%
S=C(c1cn(Cc2ccc(Br)cc2)c2ccccc12)N1CCOCC1	2%	?	7%	-2%	1%	-4%	7%
COc1ccc(NC(=O)NCCCN2CCN(c3ccccc3F)CC2)cc1	1%	23%[10 µM]	·	·	-2%[9.22 µM]	1%	9%
COc1ccc(NC(=O)Cn2nc3n(c2=S)CCC3)cc1	4%	-12%	-4%[38.3 µM]	0%	9%	-1%	6%
CCN(CC)c1ccc(/C=N/NC(=O)C(O)(c2ccccc2)c2ccccc2)o1	-1%	-11%[10 µM]	2%	3%	?	8%	7%
COc1ccccc1CNC(=O)c1ccccc1N(C)S(C)(=O)=O	6%	20%	27%[38.3 µM]	1%	5%	-2%	1%
Cc1cc(C)c2c(n1)SCC(=O)N2CC(=O)NCCC1=CCCCC1	-1%	-11%[10 µM]	24%[38.3 µM]	6%	3%	-4%	-2%
Continuation:
SMILES	GAA glycogen mod	HTT ATP protect	IMPase Li cell	GAA inhib	HTT aggregate	aGlu spleen mod	RGS12 GoLoco inh
NC(=O)CSc1nnc(-c2ccc([N+](=O)[O-])cc2)o1	2%	-18%	-2%	-3%	-9%	3%	7%
CN(C)C(=O)c1cc2cc([N+](=O)[O-])ccc2s1	-10%	-36%	-3%[38.3 µM]	4%	0%	-9%	6%
N#Cc1c(-c2cccs2)nc(SCC(=O)c2cccs2)[nH]c1=O	-3%	-22%	?	-3%	13%	-5%	46%[activator]
CCOc1ccc(NS(=O)(=O)CC23CCC(CC2=O)C3(C)C)cc1 (centres undefined)	-1%	13%	21%[38.3 µM]	-1%	-13%	1%	6%
C=CCn1c(SCCN2CCCC2)nc2c([nH]c3ccccc32)c1=O	6%	7%	15%	-4%	-2%	0%	6%
NS(=O)(=O)c1ccc(CNC(=O)c2cc(-c3cccs3)nc3ccccc23)cc1	2%	10%[10 µM]	·	·	6%[9.22 µM]	-14%	5%
O=C(COC(=O)c1sc2cc(F)ccc2c1Cl)Nc1ncc(Cl)cc1Cl	16%	7%[10 µM]	-16%	2%	-9%	13%	14%
Cn1c(=O)c2cc(S(=O)(=O)NCCC(=O)Nc3ccc(Cl)cc3)ccc2n(C)c1=O	2%	5%	2%[38.3 µM]	?	6%	-8%	2%
NC(=O)C(c1ccccc1)c1ncc(C(F)(F)F)cc1Cl (centres undefined)	3%	-14%	5%[38.3 µM]	-10%	2%	-4%	5%
COc1ccc(CNC(=O)c2ccc[nH]2)cc1Cl	16%	-33%	-1%	?	10%[9.22 µM]	6%	23%
COc1ccc(NC(=O)CN(C)CC(=O)Nc2ccc(N3CCOCC3)cc2)c([N+](=O)[O-])c1	-1%	-51%[inhibitor]	-1%	7%	-8%	8%	2%
COc1ccc2nc(N3C(=O)CNC3=S)sc2c1	0%	-33%[10 µM]	·	·	-7%[9.22 µM]	8%	6%
Cc1ccccc1-n1cnc2c(sc3nc(N4CCOCC4)c4c(c32)CCCC4)c1=O	10%	-61%[inhibitor][10 µM]	·	?	-16%[9.22 µM]	-2%	8%
COC(=O)c1ccc(Cn2c(C)cc(C)[n+]2C)o1	-12%	-17%	40%[activator][38.3 µM]	0%	0%	-4%	18µM*
COC(=O)Nc1ccc2[nH]cc(CCNC(C)=O)c2c1	·	-4%&6%	-9%&10%	·	·	0%&-3%&-6%	3%&3%
O=C(OC1CSc2nc3ccccc3n2C1)c1ccco1 (centres undefined)	5%	-11%[10 µM]	-7%[38.3 µM]	-1%	1%	-2%	-1%
CCOc1ccc(NC(=O)/C=C/c2ccccc2)c([N+](=O)[O-])c1	-6%	-11%[10 µM]	7%	1%	-11%	-2%	8%
COc1ccc(-c2nnc(SCCc3ccccc3)n2N)cc1	-3%	-20%[0.074 µM]	17%[38.3 µM]	-1%	-9%	3%	1%
O=C(CC12CC3CC(CC(Br)(C3)C1)C2)NC1=NCCS1	7%	24%	4%	-6%	26%	-1%	11%
CCOC(=O)CNC(=O)c1ccc2[nH]c3c(c2c1)CCCC3	2%	-22%	-2%[38.3 µM]	0%	-4%	-7%	-2%
COc1ccc(C(=O)c2nc3c(n2O)CCCCC3)cc1	2%	-11%	25%[38.3 µM]	?	9%[1.84 µM]	-9%	-17%
CCCN1Cc2cccc(C(=O)NCc3ccccc3)c2C1=O	1%	-3%	5%[38.3 µM]	4%	-6%	-17%	3%
CCOC(=O)c1sc(-c2ccccc2)cc1N	-3%	-5%[1.9 µM]	-10%[38.3 µM]	-3%	19%	-10%	14%
CCCCC(=O)NC(NC(=O)CCCC)c1ccc(OCCC)c(OC)c1	2%	·	2%	-5%	14%	-9%	3%
FC(F)(F)c1ccccc1NC(=S)NN=C1CCCCCC1	-27%	-113%[inhibitor]	18%	-5%	26%	-1%	-4%
More entries follow:
SMILES	GAA glycogen mod	HTT ATP protect	IMPase Li cell	GAA inhib	HTT aggregate	aGlu spleen mod	RGS12 GoLoco inh
COc1ccc(-c2noc(CN(C)S(=O)(=O)c3ccc(C)cc3)n2)cc1	-5%	15%[1.9 µM]	8%[38.3 µM]	3%	?	0%	2%
O=C(NCc1cccnc1)NC1(c2ccccc2)CC1	9%	-3%	14%[38.3 µM]	5%[15.4 µM]	1%	0%	5%
Cc1nnc2ccc(-c3cccc(NC(=O)c4ccco4)c3)nn12	2%	-58%[inhibitor]	-2%	-1%	24%	1%	10%
COc1ccccc1CNc1ncnc2ccc(-c3cccc(C#N)c3)cc12	·	-204%[inhibitor]	24%	·	·	3%	7%
COc1ccc(C2OC(=O)CC2C(=O)NCc2ccccc2Cl)cc1OC (centres undefined)	3%	-32%[inhibitor]	-5%	-9%	-25%	16%	3%
CSc1nc(-c2ccccc2)cn1-c1ccc(NC(C)=O)cc1	4%	11%[10 µM]	24%	?	?	-18%	-12%
Cc1sc2c(c1C)c(=O)n(-c1ccc(F)cc1)c(=O)n2CC(=O)NCc1ccco1	5%	11%	0%[38.3 µM]	1%	1%	10%	4%
Oc1ccc(-c2nnc(Nc3ccccc3)c3ccccc23)cc1	3%	-2%[10 µM]	·	·	-10%[9.22 µM]	4%	5%
Cn1nc(-c2ccccc2)cc1NC(=O)CCCC(=O)O	-2%	44%[10 µM]	·	·	14%[9.22 µM]	-7%	-1%
O=C(COC(=O)C1CCN(S(=O)(=O)c2cccc3cccnc23)CC1)c1ccccc1	5%	-1%[10 µM]	8%	-4%	8%	-4%	-2%
O=C(CCN1C(=O)c2cccc3cccc(c23)C1=O)NCc1cccnc1	-10%	·	-2%	-3%	13%	-6%	-4%
Cc1nn(C)c(C)c1S(=O)(=O)Nc1ccc2c(c1)OCO2	-23%	-6%	-10%[38.3 µM]	-6%	4%	1%	5%
CCOc1ccc(OCC)c(NC(=O)CC2Oc3ccc(C)cc3NC2=O)c1 (centres undefined)	-18%	12%	0%[38.3 µM]	-1%	-6%	-7%	0%
Cc1ccc[n+](Cc2ccc([N+](=O)[O-])cc2)c1	-4%	-14%[10 µM]	12%	8%	4%[9.22 µM]	-5%	4%
O=C(CCSCc1ccccc1F)NCCc1ccccc1	-2%	-20%	-1%	3%	-14%	-4%	-2%

These rows are one share of the data, so the mix of outcomes need not match the whole.
